# PRMT1 inh: PRMT1 (human) inhibition, primary screen | AID 652257 | actives 1.3% (n = 370,000) | Q99873 | recombinant PRMT1, activity-based probe fluorescence polarization | inhibition, % at 2.79 µM;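 active = inhibition above about 21% made by adding two undisclosed values, limit read from the data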
# TDP2 absorb: TDP2 (human) inhibition, absorbance primary screen | O95551 | recombinant TDP2, T5PNP hydrolysis, p-nitrophenol absorbance 415 nm | inhibition, % at 12.8 µM | actives 0.34% (n = 370,000) | AID 720702;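 active = inhibition above the mean of all tested compounds plus 3 SD, set per campaign, cut at about 25% in these data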;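 note: 0% = DMSO with enzyme and 100% = buffer with substrate but no TDP2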
#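 Material: recombinant human TDP2; quantity: TDP2 enzyme at 120 nM final; medium: Tris-HCl pH 7.5 with MgCl2; compound: single concentration, 12.8 µM nominal, with 1% DMSO; incubation: 2 h enzyme incubation at 37 °C; signal: epi absorbance; measure: percent inhibition; benchmarks: high control without enzyme, low control DMSO plus TDP2; repeats: singlicate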
# MBD2 inh: MBD2-methylated oligo binding inhibition; TR-FRET, MBD2 binding to methylated oligonucleotide; inhibition, % at 4.4 µM; actives 0.31% (n = 370,000); AID 686964; in the data active = inhibition above about 13%
# Target sequence (Q9UBB5 whole entry, looked up): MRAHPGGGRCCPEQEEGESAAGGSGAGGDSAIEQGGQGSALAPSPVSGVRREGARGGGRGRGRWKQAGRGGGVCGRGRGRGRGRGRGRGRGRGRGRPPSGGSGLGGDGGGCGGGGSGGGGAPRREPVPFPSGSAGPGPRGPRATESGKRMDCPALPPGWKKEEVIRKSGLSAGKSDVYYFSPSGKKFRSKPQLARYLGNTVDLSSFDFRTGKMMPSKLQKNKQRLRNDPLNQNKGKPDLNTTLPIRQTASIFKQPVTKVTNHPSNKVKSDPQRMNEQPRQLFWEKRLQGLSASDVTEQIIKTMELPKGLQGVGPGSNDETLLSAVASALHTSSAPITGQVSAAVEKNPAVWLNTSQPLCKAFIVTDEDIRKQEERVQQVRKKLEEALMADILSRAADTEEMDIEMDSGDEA
# HTRA1 inhibitor: HTRA1 (human) protease inhibition. Q92743. recombinant HTRA1, FP-rhodamine activity-based probe, fluorescence polarization. inhibition, % at 5.96 µM. actives 0.5% (n = 340,000); in the data active = inhibition above about 36%;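 note: 0% = enzyme with DMSO and 100% = wells lacking enzyme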
# LEDGF integ inh: blocks HIV-1 LEDGF/p75-dependent DNA integration; TR-FRET IN-LEDGF/p75 DNA integration, Eu/Cy5; inhibition, % at 3.7 µM; actives 0.64% (n = 370,000);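 active = inhibition above the screen-wide mean plus 3 SD, cut at about 13% in these data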;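 note: signal is the Cy5 over europium emission ratio at 671 and 618 nm; 0% = plate median of compound wells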
# rCAG RNA binder: r(CAG) repeat RNA binding. TO-PRO-1 dye displacement fluorescence. inhibition, % at 3 µM. actives 1.3% (n = 370,000);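 active = inhibition above the plate cutoff, the mean of all test compounds on that plate plus 3 SD, cut at about 35% in these data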;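 note: 0% = DMSO alone and 100% = 100 µM mitoxantrone as full dye displacement; higher means more dye released from RNA so lower well fluorescence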
# ABHD4 inh: inhibits mouse alpha/beta hydrolase domain 4 | purified mABHD4, FP-Rh probe fluorescence polarization | inhibition, % at 8.92 µM | Q8VD66 | actives 0.54% (n = 370,000) | AID 720543;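 active = inhibition exceeding the mean over every tested compound plus 3 SD, cut at about 30% in these data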;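 note: 0% = plate median of compound wells and 100% = S159A mutant with DMSO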
#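 assay system = mABHD4 protein | compound dosing = single nominal dose of 8.92 µM, 0.89% DMSO final | read-out basis = percent inhibition of probe binding, normalized to plate controls | schedule = Enzyme–compound pre-incubation 45 min, then probe 60 min, both 25 °C | detection = fluorescence polarization, excitation 525 nm, emission 598 nm, BODIPY TMR filters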
# GC-B act: GC-B (human) receptor activation; P20594; HEK293-GC-B cells, CNP EC30, cGMP TR-FRET; 0% at EC30 CNP, 100% saturating CNP; activation, % at 10 µM; actives 0.11% (n = 370,000);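 active = activation at 10 µM reaching about 35% in either raw or pattern-adjusted values, limit read from the data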
# TCR CD3 inh: blocks the human TCR-CD3 interaction. inhibition, % at 9.4 µM. TAMRA-labeled TCR probe fluorescence, biochemical. actives 0.37% (n = 360,000); in the data active = inhibition above about 19%;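 note: recombinant mutant TCR 2C K166C tagged with TAMRA read by polarization; 0% = receptor in buffer alone and 100% = receptor with positive control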
# SIAE inh: blocks human sialic acid acetylesterase; actives 0.69% (n = 370,000); Q9HAT2; AID 1053197; SIAE FP-Rh probe binding, fluorescence polarization; inhibition, % at 9.66 µM;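 active = inhibition above a cutoff: mean of compounds within the control limits plus 3 SD of those, cut at about 17% in these data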;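 note: 0% = plate median of compound wells and 100% = probe without SIAE protein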
# Target sequence (Q9HAT2 whole entry, looked up): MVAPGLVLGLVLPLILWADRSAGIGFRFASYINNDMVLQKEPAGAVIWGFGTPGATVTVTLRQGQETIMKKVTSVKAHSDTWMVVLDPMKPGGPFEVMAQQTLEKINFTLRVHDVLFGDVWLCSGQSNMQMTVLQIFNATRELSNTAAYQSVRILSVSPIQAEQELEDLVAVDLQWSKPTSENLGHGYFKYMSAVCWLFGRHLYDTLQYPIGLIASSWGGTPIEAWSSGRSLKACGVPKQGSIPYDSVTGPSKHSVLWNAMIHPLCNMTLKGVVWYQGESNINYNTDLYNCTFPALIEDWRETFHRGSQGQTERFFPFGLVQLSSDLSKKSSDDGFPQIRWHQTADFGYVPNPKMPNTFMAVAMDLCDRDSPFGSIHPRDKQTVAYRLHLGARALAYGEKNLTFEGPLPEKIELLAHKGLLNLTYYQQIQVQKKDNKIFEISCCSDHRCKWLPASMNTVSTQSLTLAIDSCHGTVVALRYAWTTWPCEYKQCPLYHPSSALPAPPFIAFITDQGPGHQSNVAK
# * hit, by the source's call; nt = not tested or not shown.
SMILES,PRMT1 inh,TDP2 absorb,MBD2 inh,HTRA1 inhibitor,LEDGF integ inh,rCAG RNA binder,ABHD4 inh,GC-B act,TCR CD3 inh,SIAE inh
CCOc1ccc(OCC)c(S(=O)(=O)N2CCOCC2)c1,1,3,4,4,-2,-2,3,4,-10,-3
C/C(=N\N=c1/sc2ccccc2n1C)c1ccccn1,1,1,2,-2,-3,1,-4,-6,-2,-2
CCN(C(=O)COC(=O)c1cccc2ccccc12)c1c(N)n(Cc2ccccc2)c(=O)[nH]c1=O,0,-9,-2,-9,1,1,-6,0,-6,-2
CCC(C(=O)NCCc1ccc(S(N)(=O)=O)cc1)c1ccccc1 (stereo not given),2,1,5,-5,1,2,-1,-2,1,-1
Cc1oc(-c2cccc(C(F)(F)F)c2)nc1CN1CCC[C@H]1CO,2,3,-2,-3,1,-4,-2,1,0,-6
CCCc1nn(CCc2ccccn2)c(N)c1CC,-1,9,4,3,-6,-3,4,2,-4,7
CN(C)c1cccc(C(=O)NN2C(=O)NC3(CCCCC3)C2=O)c1,-6,5,1,0,-1,4,5,3,5,2
O=C(c1ccccc1Cl)N1CCN(C(=O)C2CCCO2)CC1 (stereo not given),-1,4,-9,-4,1,0,-2,-4,9,1
CC(C)CC(OC(=O)c1cccs1)C(=O)NCC1CCCO1 (stereo not given),-1,-10,2,8,1,-3,-2,-3,2,1
Cc1ccc(C(=O)N/C(=C\c2cn(-c3ccccc3)nc2-c2ccccc2)C(=O)N2CCOCC2)cc1,-3,-6,0,-8,-4,0,6,-2,1,0
CC(=O)NN1C(=O)/C(=C\c2ccc(Br)o2)SC1=S,21,5,-5,-14,10,13,-1,1,8,9
CCN(CC)CCn1c(=N)n(CCO)c2ccccc21,2,8,7,-3,3,-3,2,10,-1,21*
CCN(CC)CCCNC(=O)Cn1nc([N+](=O)[O-])c(Cl)c1C,-5,2,1,-4,3,0,7,-1,-1,-5
CCCc1cc(=O)oc2cc(OCC(=O)N3CCOCC3)c(Cl)cc12,0,-5,-4,1,-1,-1,1,-1,3,-2
CCOc1ccccc1NC(=O)c1cccc2c1C(=O)N(CCOC)C2,-4,3,-2,-8,0,3,-4,-1,0,0
CCOC(=O)C1CCN(C(=O)CCNS(=O)(=O)c2cc(Br)cnc2N)CC1,-1,3,1,5,2,-5,-2,1,7,3
COC(=O)c1ccc(N/N=C/c2cc([N+](=O)[O-])cc(OC)c2O)cc1,0,13,-3,-1,1,19,5,-2,5,-4
Cc1ccc(S(=O)(=O)Cc2ccc(C(=O)OCc3ccccc3)cc2)cc1,1,-13,2,-33,-2,-1,0,-1,-8,-3
O=C(NC1=NCCS1)c1ccc2c(c1)C(=O)N(Cc1ccco1)C2=O,-2,7,3,1,-2,8,1,-5,-7,-5
CCOC(=O)CC(=O)CSc1ncnc2c1cnn2-c1ccccc1,14,-8,-1,0,0,15,-10,-3,0,-1

# Continued; it opens with the 4 that closed the last part.
SMILES,PRMT1 inh,TDP2 absorb,MBD2 inh,HTRA1 inhibitor,LEDGF integ inh,rCAG RNA binder,ABHD4 inh,GC-B act,TCR CD3 inh,SIAE inh
COC(=O)c1ccc(N/N=C/c2cc([N+](=O)[O-])cc(OC)c2O)cc1,0,13,-3,-1,1,19,5,-2,5,-4
Cc1ccc(S(=O)(=O)Cc2ccc(C(=O)OCc3ccccc3)cc2)cc1,1,-13,2,-33,-2,-1,0,-1,-8,-3
O=C(NC1=NCCS1)c1ccc2c(c1)C(=O)N(Cc1ccco1)C2=O,-2,7,3,1,-2,8,1,-5,-7,-5
CCOC(=O)CC(=O)CSc1ncnc2c1cnn2-c1ccccc1,14,-8,-1,0,0,15,-10,-3,0,-1
CSc1ccc(S(=O)(=O)NCC(=O)OCC(=O)N2CCC(C)CC2)cc1[N+](=O)[O-],0,-7,-1,9,5,0,-8,1,1,-4
CCOc1ccc(C(=O)N/N=C/c2c(C)[nH]c(=O)[nH]c2=O)cc1,3,-5,-3,nt,-5,-1,8,-4,-5,-3
O=c1c2nncn2c2cccnc2n1CCNc1ncc(C(F)(F)F)cc1Cl,-1,5,-2,-2,2,-2,-8,-11,-1,1
c1ccc(CNc2ncnc3sccc23)cc1,-2,14,3,-1,1,3,-4,-3,-1,4
O=C(Nc1ccccc1F)NC1CC1,-1,11,2,0,1,-1,1,-6,8,-2
CCc1nc(NCC2CCCO2)c2oc3ccccc3c2n1 (stereo not given),-3,6,1,1,1,-3,7,-5,-1,9
C=Cc1ccc(Cn2nc(-c3ccccc3)ccc2=O)cc1,-3,-6,2,-27,2,-8,-7,4,4,2
Cc1ccc(NC(=O)C2CCCN(C(=O)c3ccc(Cl)cc3)C2)cc1S(=O)(=O)N1CCOCC1 (stereo not given),-4,-8,-4,-7,-1,-3,-7,1,-5,-5
CCOC(=O)C1=C(C)N(C)C(=O)NC1c1c(O)ccc2ccccc12 (stereo not given),-1,10,2,0,1,-4,-2,3,2,-3
CC1CCN(C(=O)c2cccc(NC(=O)c3cccs3)c2)CC1,0,-1,0,-1,6,2,0,0,5,-1
NC(N)=NC(N)=Nc1ccc(SC(F)(F)F)cc1,0,-11,8,7,3,3,-6,2,-3,-8
CCOc1ccc(-c2nnc(-c3ccccc3)n2-c2ccccc2)cc1,0,-14,-1,-14,0,-6,-1,1,10,6
CCCOc1ccc(C(=O)NNC(=S)NC(=O)c2cccs2)cc1,-1,-3,0,9,-1,41*,5,0,6,-4
Cc1ccc(S(=O)(=O)N2CCN(S(=O)(=O)c3ccc4c(c3)OCCO4)CC2)cc1,4,11,-1,7,2,3,-8,-4,1,3
O=C(NCc1ccccc1)NC1(C(=O)Nc2ccc3c(c2)OCCO3)CCCCC1,0,5,5,-2,0,1,0,0,-15,7
O=C(NCc1ccccc1)C(c1cccnc1)N(C(=O)c1ccccn1)c1ccc(F)cc1 (stereo not given),1,5,5,3,-1,-5,-2,5,-2,-6
O=C(NCc1ccc(Cl)cc1)C1CC(O)CN1S(=O)(=O)c1ccc(Cl)cc1 (stereo not given),1,8,-5,3,1,-1,-1,-1,-1,0
C=CCOCC(O)Cn1c(N2CCCC2)nc2c1c(=O)[nH]c(=O)n2C (stereo not given),-6,-8,-9,1,-2,0,2,-2,6,1
CC1(C(=O)Nc2ccc3c(c2)OCO3)CC1(Cl)Cl (stereo not given),3,2,-3,4,1,0,-5,2,6,-4
O=C(COC(=O)c1cnc(Cl)c(Cl)c1)Nc1ccc(S(=O)(=O)N2CCCC2)cc1,-1,-4,2,-12,-2,6,-15,10,3,-3
Clc1ccc(OCc2nn[nH]n2)cc1,-2,3,-4,-2,-1,1,-1,6,0,5
N=c1c2c(-c3ccccc3)c(-c3ccccc3)n(CCc3ccccc3)c2ncn1C1CCC(O)CC1 (stereo not given),1,-8,1,nt,-3,10,7,-25,nt,-5
CCC(C)NCCOc1cc(C)cc(C)c1C (stereo not given),-4,17,0,-3,3,1,8,6,1,5
c1ccc(COc2cccc(-c3cc4nc(NCCN5CCOCC5)ccn4n3)c2)cc1,-3,-8,6,nt,2,9,-19,-8,5,-4
Cc1cc(Cl)c2oc(C(=O)N(C)C3CCOC3)c(C)c2c1 (stereo not given),-2,-1,-2,-3,1,-7,1,1,4,-6
CC1CCC(N2CCN(c3ccc([N+](=O)[O-])cc3)CC2)CC1 (stereo not given),-2,-19,-9,2,1,-2,1,5,-2,7
CCc1cc(Br)ccc1NC(=O)C1CCCO1 (stereo not given),1,4,-3,7,6,-3,-3,-1,-3,2
Nc1ccc2c3c(cccc13)-c1ccccc1-2,58*,4,-1,29,-3,4,23,0,3,10
O=C(CN(C(=O)CSc1nnc(COc2ccccc2)o1)c1ccc(F)cc1)NC1CCCCC1,0,-2,0,3,-3,-5,-1,0,2,-3
CCN1CCN(c2nnc(-c3ccc(F)cc3)c3ccccc23)CC1,-3,5,2,2,1,-6,-3,1,-4,6
OC(c1cccc(CN2CCCCC2)c1)c1ncc(-c2ccccc2Cl)[nH]1 (stereo not given),-3,0,-2,nt,1,3,-4,1,-5,-4
CC(C)CN(C(=O)c1cccc([N+](=O)[O-])c1)c1c(N)n(CC(C)C)c(=O)[nH]c1=O,-1,6,2,1,1,3,4,-3,-3,10
COc1ccc(N2CCN(CCCNC(=O)CCc3cccc(Cl)c3)CC2)cc1,0,3,0,nt,1,0,1,-6,nt,-5
O=C1CCN(C(=O)c2ccc(Cl)cc2)N1,-4,-9,-1,2,-2,2,2,3,-3,0
Cc1ccc(CNC(=O)C(=O)NCC2OCCN2S(=O)(=O)c2ccc(Br)cc2)cc1 (stereo not given),-4,-13,-9,-12,5,1,-17,-7,9,-13
O=C(CCc1nc2sc3c(c2c(=O)[nH]1)CCCC3)NCCc1ccc(F)cc1,0,6,0,-16,2,8,2,-6,6,-10
CC(=O)N1CCN(c2ccc(NC(=S)NC(=O)c3ccccc3)cc2)CC1,-2,-3,-4,8,-1,0,-4,1,0,8
Cc1ccc(S(=O)(=O)N2CCCC2CNC(=O)c2ccccc2)cc1 (stereo not given),0,10,-7,-4,4,3,6,-1,7,22*
CO/N=C/C(C#N)=C/c1ccc(OC)cc1,-4,-12,2,-4,2,0,-4,-5,-1,-7
COc1ccc(OC(C)C(=O)NC2CCCCCCC2)cc1 (stereo not given),-1,0,-3,-1,3,-7,2,4,5,4
CN(C)S(=O)(=O)N1CCN(C(=O)c2ccccc2)CC1,-3,3,1,-2,-1,-2,-1,1,-9,-1
CCOC(=O)C1CCCN(C(=O)Cc2ccc(OC)c(OC)c2)CC1 (stereo not given),3,4,3,nt,-2,0,1,-5,-3,-1
Cc1cc(NS(=O)(=O)c2c(C(=O)N3CCOCC3)c(C)n(C)c2C)ccc1Br,0,-12,0,2,-1,-1,-4,-1,3,-1
CCOCCCNC(=O)CN1N=C(c2ccc(C)cc2)CCC1=O,0,-11,-1,-1,-6,-7,2,3,-3,1
O=C(NCc1ccncc1)c1cc(C(=O)C2CCCCC2)c[nH]1,-3,-1,-1,3,2,3,-6,4,5,4
CCO[C@H]1OC(C(=O)Nc2ccccc2)=C[C@@H](c2ccc(Br)cc2)[C@@H]1CCCO,0,-14,3,-45,3,-2,-30,-7,7,-6
COC(=O)c1sccc1NC(=O)Nc1cc(C)ccc1C,0,-5,6,-3,-3,0,3,-6,-4,-2
O=C(NCCCN1CCOCC1)c1c(F)cccc1F,-1,-11,-4,-1,-4,-1,-2,-2,7,3
CCc1ccccc1NC(=O)CN(C)C(=O)CSc1nc2cc(Cl)ccc2s1,2,-1,2,-9,-3,0,1,-1,-3,-4
N#Cc1nc(Nc2cc(F)cc(F)c2)c2ncn(CC(F)F)c2n1,-1,-6,-5,-65,0,7,-23,-9,3,-9
Cn1c(N)c(C(=O)Nc2ccc3ccccc3c2)sc1=S,6,8,-1,-4,-1,10,12,-7,-2,-3
COc1ccc(Br)cc1S(=O)(=O)N1CCCc2ccccc21,-1,-14,-5,-14,7,3,-6,-10,3,7

# A portion of the library; rates above refer to the full screens.
